Assay outcomes (PubChem BioAssay)
Lipid storage S3: qHTS Assay for Lipid Storage Modulators in Drosophila S3 Cells. Drosophila S3 cells, BODIPY lipid droplet fluorescence, 18-24 h; cells fed with added oleic acid. lipid storage change, negative = inhibition, % at the top dose, mostly 46.1 µM; hits show Potency in µM. 320,000 compounds, 0.64% hits. AID 2685; active = well fitted inhibition curve with a large enough effect in the signal ratio, with a control signal flat, not every such curve was filed as active; inconclusive = small, poorly fitted or top-dose-only effect, or effect the other way, or a change in a side signal; the % refers to the signal ratio
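Drosophila S3 cells loaded with oleic acid (400 uM, as added) and compounds at several concentrations; lipid droplets imaged by 488-nm laser-scanning cytometry, 500–530 nm intensity and object ratio to cell channel. Percent activity normalized to 20 uM Triacsin C.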
Lipid storage S3 cell count max: second read-out of Lipid storage S3, no call of its own (marks repeat the call); cell number change, %; measured here: cell count max response;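 cells counted by Cell Tracker Red CMTPX staining in the red channel; peak over a dose series mostly up to 46.1 µM; percent activity relative to internal control wells on each plate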
The depositor's hits bear a star; i = inactive; ? = inconclusive; · = not tested or not shown. % is scaled to controls: 0 for no effect and ±100 for the full control effect; potency is read from the fitted curve at half-maximal effect. Not all compounds are listed. The share of hits here may be higher or lower than overall.

Preview:
SMILES	Lipid storage S3	Lipid storage S3 cell count max
CCOc1ccc(N(CC(=O)NCCSCc2ccco2)S(=O)(=O)c2ccc(F)cc2)cc1	-21%	15
NC(=S)N/N=C/c1cn(CCC(=O)O)nc1-c1cccc(Br)c1	-10%	7
COc1ccc(NC(=O)c2c[nH]n3c(=O)cc(C4CCN(C(=O)OC(C)(C)C)CC4)nc23)cc1Cl	9%	-20
O=c1cc(CCl)nc2scc(-c3ccccc3)n12	?	·
Cc1ccc(CN2CCC(n3nccc3NC(=O)CCCc3ccccc3)CC2)o1	-21%	12
COc1cc(NC(=S)NCCc2c[nH]c3ccccc23)c(OC)cc1Cl	?	·
C=CCS(=O)(=O)N1CCCC(Cc2ccccc2C)(C(=O)OCC)C1 (centres undefined)	?	·
CCOc1ccccc1N1CCN(Cc2cccc(OC)c2OC)CC1	?	·
Cc1cc(SCC(=O)Nc2cccc(S(N)(=O)=O)c2)c(C)cc1Br	-2%	15
CCCC(C(=O)O)N1C(=O)/C(=C/c2cccn2C)SC1=S (centres undefined)	4%	4
COc1ccccc1N1CCN(CC(O)COc2c(OC)cccc2OC)CC1 (centres undefined)	?	·
COc1ccc(CCN2C(=O)NC(NC(C)=O)(C(F)(F)F)C2=O)cc1OC (centres undefined)	4%	-11
COc1ccc(C2NC(=O)C(C#N)=C(S)N2c2cccc(C)c2)cc1OC (centres undefined)	?	·
CC(=O)c1ccc(S(=O)(=O)NCCCC(=O)NCCc2ccccn2)cc1	?	·
Cc1cccc(S(=O)(=O)c2c(C)cc(C)nc2Cl)c1	i	·
CSCCC(NC(=O)c1ccco1)C(=O)NCC1CCCO1 (centres undefined)	i	1
O=C(Nc1ccc(N2CCOCC2)c(Cl)c1)c1ccc(Br)o1	?	·
O=C(Nc1ccc(Oc2ccccc2)cc1)C1CC1	i	8
COc1ccc(-n2c(N)c(C(=O)NCc3ccco3)c3nc4ccccc4nc32)c(OC)c1	?	·
CCOC(=O)c1nnn(-c2nonc2N)c1CN(C)Cc1ccccc1	i	2

Main list, previewed entries included:
SMILES	Lipid storage S3	Lipid storage S3 cell count max
CCOc1ccc(N(CC(=O)NCCSCc2ccco2)S(=O)(=O)c2ccc(F)cc2)cc1	-21%	15
NC(=S)N/N=C/c1cn(CCC(=O)O)nc1-c1cccc(Br)c1	-10%	7
COc1ccc(NC(=O)c2c[nH]n3c(=O)cc(C4CCN(C(=O)OC(C)(C)C)CC4)nc23)cc1Cl	9%	-20
O=c1cc(CCl)nc2scc(-c3ccccc3)n12	?	·
Cc1ccc(CN2CCC(n3nccc3NC(=O)CCCc3ccccc3)CC2)o1	-21%	12
COc1cc(NC(=S)NCCc2c[nH]c3ccccc23)c(OC)cc1Cl	?	·
C=CCS(=O)(=O)N1CCCC(Cc2ccccc2C)(C(=O)OCC)C1 (centres undefined)	?	·
CCOc1ccccc1N1CCN(Cc2cccc(OC)c2OC)CC1	?	·
Cc1cc(SCC(=O)Nc2cccc(S(N)(=O)=O)c2)c(C)cc1Br	-2%	15
CCCC(C(=O)O)N1C(=O)/C(=C/c2cccn2C)SC1=S (centres undefined)	4%	4
COc1ccccc1N1CCN(CC(O)COc2c(OC)cccc2OC)CC1 (centres undefined)	?	·
COc1ccc(CCN2C(=O)NC(NC(C)=O)(C(F)(F)F)C2=O)cc1OC (centres undefined)	4%	-11
COc1ccc(C2NC(=O)C(C#N)=C(S)N2c2cccc(C)c2)cc1OC (centres undefined)	?	·
CC(=O)c1ccc(S(=O)(=O)NCCCC(=O)NCCc2ccccn2)cc1	?	·
Cc1cccc(S(=O)(=O)c2c(C)cc(C)nc2Cl)c1	i	·
CSCCC(NC(=O)c1ccco1)C(=O)NCC1CCCO1 (centres undefined)	i	1
O=C(Nc1ccc(N2CCOCC2)c(Cl)c1)c1ccc(Br)o1	?	·
O=C(Nc1ccc(Oc2ccccc2)cc1)C1CC1	i	8
COc1ccc(-n2c(N)c(C(=O)NCc3ccco3)c3nc4ccccc4nc32)c(OC)c1	?	·
CCOC(=O)c1nnn(-c2nonc2N)c1CN(C)Cc1ccccc1	i	2
O=C(CO)N/N=C/c1ccc(Cl)cc1	?	·
COc1cccc(OCC(=O)Nc2cc(Cl)ccc2Oc2ccccc2)c1	?	·
COc1ccc2c(c1)C=C(CN1CCN(C3CCCC3)C(CCO)C1)CO2 (centres undefined)	?	·
CC(C)CC(=O)Nc1cccc(NC(=O)CC(C)C)n1	18%	16
CC(C)Cn1c(-c2ccc(Br)cc2)c[nH]c1=S	?	·
CC1=CC(C)C2(COC(c3ccc[n+](C)c3)OC2)C(C)C1 (centres undefined)	27%	14
CCC(c1nnc(SCC(=O)NC2CCCCC2)n1Cc1ccccc1)N(C)C (centres undefined)	-1%	-1
CN(CC(=O)NC1CCCCCC1)S(=O)(=O)c1ccccc1	?	·
COc1ccc(/C=C2\N=C(c3ccccc3)N(c3ccc(C(=O)O)cc3)C2=O)cc1OC	-6%	·
CCC1(c2ccccc2)NC(=O)N(CC(=O)NCc2ccncc2)C1=O (centres undefined)	?	·
COCCCN1C(=O)C(=O)/C(=C(/O)c2ccc(OC(C)C)cc2)C1c1ccc(O)c(OC)c1 (centres undefined)	?	·
CC1CCN(C(=O)C2CCC(C)(C(=O)O)C2(C)C)CC1 (centres undefined)	-6%	-6
CCOC(=O)N1CCN(C(=O)CN(c2ccc(Cl)c(C(F)(F)F)c2)S(C)(=O)=O)CC1	i	1
Cc1cccn2c(=O)c(/C=C(\C#N)C(N)=O)c(N3CCCCCC3)nc12	?	·
O=C(COc1ccccc1)NC(NC(=S)Nc1ccccc1O)C(Cl)(Cl)Cl (centres undefined)	0%	6
O=C(Cn1cccc1C(=O)c1ccccc1)NCCc1ccc(Cl)cc1	?	·
Cc1ccc(NC(=S)Nc2ncccc2C)c(C)c1	?	·
O=C(COc1ccc(Cl)c(Cl)c1)NN1C(=O)C2C(C1=O)C1C=CC2C12CC2 (centres undefined)	1%	9
OC[C@@H](O)[C@@H](O)[C@H](O)[C@@H](O)CO	-12%	-17
CC(C)c1ccc(S(=O)(=O)Nc2ccc(N3CCOCC3)cc2)cc1	?	·
COc1cccc(OCc2nn3c(=O)c(-c4ccccc4)nnc3s2)c1	8%	-1
CCOC(=O)c1cc(C#N)c(N2CCNCC2)nc1C(F)(F)F	-6%	1
CC(C)OCCCNC(=O)CN1CCN(Cc2ccc(Cl)cc2)C1=O	?	·
CCCC[C@@H]1CNC(=S)N1CCC12CC3CC(CC(C3)C1)C2	?	·
Cc1ccc(S(=O)(=O)N(C)C)cc1NC(=O)c1sccc1Cl	?	·
COc1cccc(NC(=O)CSc2nnc(-c3ccco3)c(-c3ccco3)n2)c1	?	·
Cc1ccc(C(O)P(=O)(OCc2ccccc2)c2ccc(N(C)C)cc2)cc1 (centres undefined)	?	·
CN(CC(=O)Nc1cccc(F)c1)C(=O)C1(c2ccccc2)CC1	23%	-13
CC(NC(=O)CN(c1ccc(Cl)cc1)S(C)(=O)=O)c1ccccc1 (centres undefined)	i	18
COc1ccccc1CNC(=O)CN1C(=O)C(C)N(c2ccc(C)cc2)C1=O (centres undefined)	-9%	-2
CCn1c(C)cc(/C=C2/NC(=O)N(CC(=O)Nc3cccc(C)c3)C2=O)c1C	9%	0
COC(C)(C)[C@]12CC(O)(c3ccccc3)ON1[C@H]1CCCCC1N2O (some centres undefined)	?	·
COCCNC(=O)C1CCCN(c2ncccn2)C1 (centres undefined)	-46%	·
O=C(COC(=O)c1ccccn1)Nc1ccccc1Cl	-3%	-8
Cc1cc2cc(C(c3nnnn3C(C)(C)C)N(Cc3ccco3)CC3CCCO3)c(=O)[nH]c2cc1C (centres undefined)	13%	-1
CCC(C)Sc1nc2c(cnn2-c2ccccc2)c(=O)[nH]1 (centres undefined)	18%	0
CSc1cccc(NC(=O)C2CCN(S(=O)(=O)c3ccc4c(c3)NC(=O)CO4)CC2)c1	i	·
COc1cc(OC)c(C(=O)O/N=C(\N)c2ccccn2)cc1OC	?	·
CC/C(=N/Nc1ccccc1C)c1cnnc(SC)n1	?	·
C=C1C(C(=O)Nc2ccc(OC)cc2)C1C(=O)Nc1ccc(OC)cc1 (centres undefined)	-9%	0

The listing continues:
SMILES	Lipid storage S3	Lipid storage S3 cell count max
CC(Oc1cc2oc(=O)c3c(c2cc1Cl)CCC3)C(=O)NCCCN1CCCC1=O (centres undefined)	1.6µM*	-20*
COc1cc(OC)cc(C(=O)NCC(=O)OCC(=O)N2CC(C)CC(C)C2)c1 (centres undefined)	24%	·
c1nnn(C23CC4CC(CC(C4)C2)C3)n1	-9%	-23
O=C(c1ccc(CN2CCOCC2)cc1)N1CCN(c2ccccc2F)CC1	?	·
O=C(NCc1cccnc1)c1ccccc1NS(=O)(=O)c1ccc(F)cc1	?	·
Cn1c(=O)c2[nH]c(CNc3ccc(C(=O)O)cc3)nc2n(C)c1=O	0%	-1
CN(c1ccccc1)S(=O)(=O)c1ccc(C(=O)NCc2ccco2)cc1	?	·
COc1ccc(NC(=O)COc2cccc3c2CCN(Cc2cccnc2)C3=O)cc1	26%	33
CC(C)(C)C(=O)NC(=S)N1CCCC1	?	·
CC(C)(C)c1ccc(CSc2nnc(-c3ccccc3NC(=O)c3ccccc3)o2)cc1	?	·
Cc1noc(N)c1C1(O)C(=O)N(C(C)C)c2ccccc21 (centres undefined)	?	·
CCOc1ccc(C(C)=O)cc1CN1C(=O)NC2(CCCCCCC2)C1=O	?	·
COC(=O)c1ccccc1NC(=O)C1CCN(S(C)(=O)=O)CC1	?	·
Cc1cc(C(=O)N/N=C/c2ccc(Cl)c([N+](=O)[O-])c2)c(C)n1-c1ccc(F)cc1	15%	-1
CSc1n[nH]c(NCc2ccc(Cl)cc2)n1	0%	-6
COc1ccccc1CCNC(=O)CSc1ccc(-c2ccco2)nn1	5%	-7
COc1cc(C=O)ccc1OCCOCCOc1cc(C)ccc1Cl	11%	12
O=C(O)c1cc(-c2ccc(Cl)cc2)n(-c2cccc(Cl)c2)n1	4%	0
O=[N+]([O-])c1ccc2c(c1)c(-c1ccccc1)nc1nncn12	20%	-12
Cc1ccc(SCc2c(-c3ccccc3)nn(C)c2Cl)cc1	?	·
CN(Cc1nc(CC2CC2)no1)CC12CC3CC(CC(C3)C1)C2	-18%	-16
COCCN(C(=O)CSc1nnc(C)n1-c1ccc(C)cc1)c1c(N)n(Cc2ccccc2)c(=O)[nH]c1=O	-5%	-22
Cc1cccc(N2CCN(S(=O)(=O)c3ccc4c(c3)NC(=O)C(C)S4)CC2)c1C (centres undefined)	i	·
Cc1ccc(NC(=O)CN2CCOCC2)cc1	6%	13
Cc1ccc(NC(=O)COC(=O)[C@@H]2CCCN2C(=O)c2cccs2)cc1S(=O)(=O)N(C)C	?	·
CCCc1nnc(SCCSc2nnc(CCC)n2N)n1N	12%	5
CCn1cc(CN2CCC(C(=O)Nc3cccc(-c4cccc(Cl)c4)c3)CC2)c(C)n1	?	·
Cc1cc(C)cc(Oc2ccccc2/C=C\C(=O)O)c1	?	·
CCCc1cc(=O)[nH]c(SCC(=O)N2CCN(S(=O)(=O)c3ccc4ccccc4c3)CC2)n1	?	·
C=CCNC(=O)C1CC2Cn3c(nc4cc(Cl)c(Cl)cc43)C2N1C (centres undefined)	?	·
Clc1ccc(/C=N/Nc2nnc(-c3ncc[nH]3)c3ccccc23)cc1	?	·
CCN(CC)S(=O)(=O)c1cccc(C(=O)OCC(=O)NCc2ccccc2OC)c1	?	·
COc1ccc(CN2CCNC(=O)C2CC(=O)NCCc2nc(C)c(C)s2)c(OC)c1 (centres undefined)	-1%	18
COc1ccc(CCNC(=O)C2CCN(C(=O)c3ccc(Cl)cc3)CC2)cc1	17%	-14
O=C1CN=CN=CN1c1ccc(Cl)cc1Cl	?	·
Cc1ccc(S(=O)(=O)N2CCC(C(=O)NCCCN3CCOCC3)CC2)cc1	?	·
CCC(C)Sc1ccc([C@H]2N[C@@](C)(C(=O)OC)[C@H]3C(=O)N(CC)C(=O)[C@@H]23)cc1 (some centres undefined)	?	·
CC(C)(C)C(=O)NC(=S)NNC(=O)c1sc2ccccc2c1Cl	?	·
CC(=O)C1=C(O)C(=O)N(c2ccc(C)cc2)C1c1ccccn1 (centres undefined)	2%	8
COc1ccc(-n2nnc3c(=O)n(CC(=O)Nc4ccc5c(c4)OCCO5)cnc32)cc1OC	7%	18
O=C(OCc1ccccc1)c1cn(-c2ccccc2)nc1-c1ccncc1	?	·
CCCn1c(N)c(N(CCOC)C(=O)c2cc(C)cc(C)c2)c(=O)[nH]c1=O	?	·
CC(C)Cn1c(=O)n(C)c(=O)c2[nH]cnc21	?	·
O=C(Nc1ccc2[nH]ncc2c1)C1CCC1	i	-11
Cc1nnc2n(C3CCCCC3)c(=O)c3c4c(sc3n12)COC(C)(C)C4	?	·
COc1ccccc1CCNC(=O)C1CCC(=O)N(C2CC2)C1 (centres undefined)	i	18
O=C(NC(=S)NNC(=O)c1cccs1)c1ccco1	?	·
COc1ccc(-c2nsc3c(N4CCCC4)ncnc23)cc1	?	·
CCCC(=O)OCC(=O)NCc1ccc(Cl)cc1	-1%	·
CCOC(=O)c1c(-c2ccc(OC)cc2)csc1NC(=O)COc1ccc2c(C)cc(=O)oc2c1	2%	2
Cn1nnnc1Sc1ncnc2scc(-c3cc4ccccc4o3)c12	?	·
Cc1cc(C)cc(-n2c(=O)c3sccc3n(CC(=O)NCc3ccco3)c2=O)c1	1%	5
COCCCNC(=S)NC(=O)c1ccc(C)cc1	12%	·
O=C(Nc1ccc2oc(-c3ccccc3)nc2c1)c1ccc2c(c1)OCCO2	?	·
